Screening results as filed in PubChem BioAssay.
NALP3 yeast inh – NALP3 inhibition in yeast | Yeast reconstituted NLRP3/ASC/caspase-1, beta-gal luminescence, 24 h | inhibition, % at 10 µM | actives 0.39% (n = 330,000) | AID 2825;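 active means inhibition of 50% or more; inactive means inhibition below 50%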;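 further: plate controls were induced DMSO wells for no effect and uninduced yeast grown without galactose for full effect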
tim23-1 inh – growth inhibitors of tim23-1 mutant yeast | inhibition, % at 20 µM | S. cerevisiae tim23-1 growth, BacTiter-Glo luminescence, 24 h | actives 1.3% (n = 330,000);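 active means growth inhibition of the mutant yeast at or above 50%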;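 further: temperature-sensitive mutant grown at 25 °C; plate controls were DMSO-treated mutant yeast for no effect and medium wells lacking yeast for full effect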
tim10-1 inh – growth inhibitors of tim10-1 mutant yeast | S. cerevisiae tim10-1 ts strain growth, BacTiter-Glo, 24 h | inhibition, % at 20 µM | actives 2.2% (n = 330,000) | AID 463190;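 active means inhibition of at least 40%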;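 further: mutant grown at 25 °C; 0% = DMSO wells with yeast and 100% = wells holding no yeast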
GRIN3A LBD mod – NR3A (human) ligand-binding domain modulation. NR3A LBD differential scanning fluorimetry, Tm shift; 0% = protein alone, 100% = glycine-bound protein. Tm shift relative to glycine control, % at 25 µM. actives 2.5% (n = 340,000). AID 1259313;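 active means melting temperature shift of at least 10% of the positive control shift, at one fixed dose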
CHOP UPR activ – apoptotic UPR (CHOP) activation; CHO-CHOP luciferase reporter, luminescence; percent of tunicamycin response over DMSO baseline; actives 0.34% (n = 330,000); activation, % at 10 µM;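 active means at 10 µM dose, activation of 40% or more, normalized to positive control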;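 further: 100% = tunicamycin at 10 µg/mL and 0% = DMSO alone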
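Assay system: CHO-CHOP cells, stable luciferase reporter of PERK-eIF2a-CHOP signalling / Buffer or medium: F12 plus 10% serum / Compound dosing: one dose, 10 µM in 0.5% DMSO / Times: 6 h compound treatment, 37 °C / Technique: luciferase luminescence / Read-out: % reporter activation, DMSO baseline versus tunicamycin full activation / Benchmarks: tunicamycin and DMSO controls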
TIM10 inh – inhibits growth of TIM10 yeast strain; S. cerevisiae TIM10 strain growth, BacTiter-Glo luminescence, 24 h; inhibition, % at 10 µM; actives 1.4% (n = 330,000); AID 463195;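 active means inhibition of 40% or more at the single tested concentration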;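 further: wild-type TIM10 isogenic control strain grown at permissive 25 °C; 0% = DMSO yeast wells and 100% = minimal medium wells without yeast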
APJ agonist – APJ receptor agonism; CHO-K1 APJ PathHunter beta-arrestin, luminescence; 0% DMSO wells, 100% apelin; activation, % at 20 µM; actives 0.11% (n = 330,000);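 active means activation more than six SD over the plate average, tested at 20 µM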;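 further: 0% = DMSO alone and 100% = apelin-13 at 10 nM; some results filed as inactive read as strong as hits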
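Assay system: CHO-K1 cells stably expressing ProLink-tagged human APJ and arrestin–beta-gal acceptor. Compound dosing: 20 µM single point, 1% DMSO. Times: 16-18 h seeding, 90 min dark compound exposure, 60 min detection. Detection: beta-gal luminescence. Evaluation: APJ–arrestin association signal. Controls: negative DMSO alone, positive Apelin-13 at 10 nM.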
XBP1 UPR activ – activators of adaptive arm of unfolded protein response (XBP1) | CHO-XBP1 luciferase reporter, IRE1-XBP1 UPR activation, luminescence; percent of tunicamycin response, DMSO as zero | activation, % at 20 µM | actives 0.33% (n = 330,000) | AID 463104;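 active means versus positive control, 20 µM dose yields 30% or more activation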;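 further: 100% = tunicamycin at 10 µg/mL and 0% = DMSO only wells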
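Material: CHO-XBP1 cells stably carrying IRE1-XBP1-driven luciferase reporter | Medium: F12 with 10% serum | Compound dosing: 20 µM single concentration, DMSO 1% | Incubation: Overnight seeding at 37 °C, 6 h compound treatment at 37 °C | Detection: Steady-Glo luminescence read | Read-out basis: % activation of reporter signal versus tunicamycin and DMSO controls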
Mdm2-MdmX inh – inhibitors of human Mdm2/MdmX interaction; SaOS-2 split-luciferase Mdm2/MdmX complementation, luminescence; AID 485346; O15151+Q00987; actives 3% (n = 330,000); inhibition, % at 8 µM;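 active means inhibition of at least 50% at 8 µM in the primary screen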
Target sequence (O15151 whole entry, looked up): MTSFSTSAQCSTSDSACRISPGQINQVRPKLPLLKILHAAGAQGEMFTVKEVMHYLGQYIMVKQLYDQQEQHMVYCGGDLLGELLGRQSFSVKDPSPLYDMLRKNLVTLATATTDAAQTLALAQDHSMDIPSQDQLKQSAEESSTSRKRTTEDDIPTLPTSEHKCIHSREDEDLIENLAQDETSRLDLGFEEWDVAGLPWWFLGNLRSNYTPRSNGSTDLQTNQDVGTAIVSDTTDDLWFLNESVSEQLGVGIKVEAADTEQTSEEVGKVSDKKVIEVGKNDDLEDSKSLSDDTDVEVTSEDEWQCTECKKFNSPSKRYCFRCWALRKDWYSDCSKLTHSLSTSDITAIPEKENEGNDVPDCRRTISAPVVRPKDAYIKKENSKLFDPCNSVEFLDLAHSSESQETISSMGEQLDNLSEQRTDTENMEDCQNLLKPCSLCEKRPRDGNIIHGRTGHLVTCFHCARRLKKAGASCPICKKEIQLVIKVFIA
Target sequence (Q00987 whole entry, looked up): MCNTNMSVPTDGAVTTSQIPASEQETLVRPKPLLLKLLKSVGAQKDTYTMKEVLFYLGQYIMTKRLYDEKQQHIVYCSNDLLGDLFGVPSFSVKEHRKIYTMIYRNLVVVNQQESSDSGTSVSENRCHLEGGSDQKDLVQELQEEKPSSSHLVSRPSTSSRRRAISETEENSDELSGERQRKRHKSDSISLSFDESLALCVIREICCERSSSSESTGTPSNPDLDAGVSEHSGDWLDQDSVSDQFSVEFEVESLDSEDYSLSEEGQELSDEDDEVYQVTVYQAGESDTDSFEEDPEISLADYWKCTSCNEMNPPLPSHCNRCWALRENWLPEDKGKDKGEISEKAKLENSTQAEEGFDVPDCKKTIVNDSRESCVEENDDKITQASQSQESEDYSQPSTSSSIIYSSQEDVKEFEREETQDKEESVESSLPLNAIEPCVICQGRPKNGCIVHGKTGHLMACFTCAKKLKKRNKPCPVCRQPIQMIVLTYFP
An asterisk follows results filed as active; / = not tested or not shown.

Fields: NALP3 yeast inh | tim23-1 inh | tim10-1 inh | GRIN3A LBD mod | CHOP UPR activ | TIM10 inh | APJ agonist | XBP1 UPR activ | Mdm2-MdmX inh
1) O=C(CCC(=O)OCC(F)(F)C(F)F)NCc1ccccc1
  -6 | 0 | 12 | -2 | -3.1 | -2 | -3 | 2 | -16
2) CCOC(=O)c1c(NC(=O)c2ccc(C)cc2)sc2c1CC(C)(C)NC2(C)C
  24 | 41 | 15 | / | 1.7 | 36 | 3 | 7 | 93*
3) COc1ccc(C(=O)COC(=O)c2cccc(-n3cnnn3)c2)c(OC)c1
  11 | -18 | -9 | -4 | 0.1 | -15 | 3 | -1 | -57
4) Cc1ccc(C(=O)N2CCN(c3cc4c(cc3[N+](=O)[O-])n(C)c(=O)n4C)CC2)cc1
  7 | 31 | 29 | -1 | 0.1 | 28 | 2 | -2 | 11
5) CCCCNC(=O)N1CCN(C(c2ccccc2)c2ccccc2)CC1
  18 | 14 | 21 | -2 | -1.5 | -4 | -3 | -2 | 29
6) Cc1ccc(SCC(=O)OCC(=O)N(C)C2CCS(=O)(=O)C2)cc1C (stereo not given)
  12 | 7 | 3 | 5 | 3.1 | 0 | 0 | -3 | 3
7) Cc1nnc(NC(=O)CSc2ccc(-c3ccc(Cl)cc3)nn2)s1
  8 | -5 | -2 | -1 | 1.9 | -22 | 1 | -1 | -20
8) CC(C)(C)C(=O)N1CCC(O)(CS(=O)(=O)Cc2ccccc2)CC1
  10 | 13 | -3 | 1 | 0.6 | -15 | -4 | 0 | 2
9) O=S(=O)(c1ccc(NC2CCCCC2)cc1)N1CCOCC1
  -5 | 30 | 27 | 1 | -2.7 | 24 | -4 | -1 | 25
10) COCCCNC(=O)CCCCCNS(=O)(=O)c1ccc(Br)cc1
  10 | 2 | 0 | 0 | 4.3 | 10 | -3 | -2 | 11
11) O=C(COC(=O)/C=C/c1ccc(Br)o1)Nc1ccccc1F
  0 | -9 | 3 | / | 1.5 | 2 | -4 | 0 | 1
12) CCN(CC(=O)NC(C)C)C(=O)c1ccc(S(=O)(=O)N(C)c2ccccc2OC)cc1
  -11 | 8 | 8 | 1 | -2.5 | -3 | 3 | -2 | 6
13) COc1ccc(Cl)cc1NC(=O)c1ccccc1C
  14 | 18 | 24 | 0 | -0.2 | 0 | -1 | -2 | -4
14) Cc1ccc(CNC2CCCCC2)s1
  13 | -8 | -8 | 1 | 0.3 | -1 | -2 | -4 | 10
15) CC1(C)C2CCC13CS(=O)(=O)NC3C2 (stereo not given)
  19 | -2 | -5 | 0 | -3.3 | -1 | 0 | 0 | 8
16) COc1ccc(OCC(O)CNCCNc2nccc(C(F)(F)F)n2)cc1 (stereo not given)
  23 | 2 | 14 | 2 | -0.1 | 14 | -4 | -3 | -13
17) Cc1cnc(C(=O)OCc2nc3ccccc3o2)cn1
  5 | 8 | 4 | 1 | 1.0 | 2 | -2 | -2 | 7
18) O=C(NCC(c1cccs1)N1CCOCC1)c1ccc(Br)o1 (stereo not given)
  10 | 15 | 9 | 1 | -1.7 | 2 | -8 | 0 | 26
19) Cc1cc([N+](=O)[O-])ccc1NCc1ccccc1[N+](=O)[O-]
  11 | 20 | 20 | 2 | -1.0 | 9 | -1 | -3 | 14
20) CCCC(=O)C1=C(O)C(C(=O)OC)C(C)(C)CC1=Nc1ccc(N)cc1 (stereo not given)
  13 | 28 | 42* | -2 | -1.8 | 17 | -1 | -4 | 16
21) N#Cc1ccc(-c2ccc(OCC(=O)NCC(=O)Nc3ccc(F)c(F)c3F)cc2)cc1
  23 | 14 | 15 | 7 | 5.1 | 3 | -4 | 0 | 26
22) O=C(Nc1ncccc1O)c1c(O)c2ccccc2[nH]c1=O
  9 | 11 | -26 | 2 | -1.4 | -6 | -2 | -1 | -7
23) CC(C)Oc1ccc(C(=O)NCC(=O)Nc2ccc3c(c2)CCC3)cc1
  16 | 21 | 11 | 3 | 3.1 | 3 | -3 | 0 | -16
24) CCc1ccccc1NC(=O)C1(S(=O)(=O)c2ccc(C)cc2)CC1
  29 | 18 | 21 | 1 | 0.5 | 22 | 0 | -1 | 3
25) COc1ccc(C(=O)OCC(=O)N2CCc3ccccc32)cc1S(=O)(=O)N1CCOCC1
  10 | 21 | 12 | 0 | -0.3 | -2 | 5 | 0 | -5
26) COc1ccc(-c2cc3ncnc(Cl)c3s2)cc1
  10 | 6 | -26 | -2 | 4.7 | 7 | -1 | -4 | 3
27) CC(=O)c1cccc(NC(=O)c2cc(-c3cccs3)on2)c1
  17 | -23 | -27 | 1 | 5.4 | -24 | -1 | 0 | -27
28) Cc1ccc(OCCNS(=O)(=O)c2ccc(N3CCCC3=O)cc2)cc1C
  9 | 2 | 14 | 0 | 2.6 | 13 | -2 | -3 | 16
29) O=C(CCn1cnnn1)Nc1cccc(F)c1
  3 | -3 | 3 | 2 | 0.4 | -20 | 2 | 0 | -7
30) O=c1c2ccccc2c(-c2ccccc2)nn1-c1ccccn1
  13 | 40 | 18 | -1 | -2.4 | 11 | -4 | 5 | 8
31) Cc1cc(C)c(C(=O)NC2CC(C)(C)Cc3c2cnn3-c2ccccc2)o1 (stereo not given)
  -10 | 42 | 45* | -1 | 0.7 | 20 | -7 | -4 | 26
32) CCCNCc1cc(OC)c(OCC(=O)Nc2ccccc2)cc1Br
  14 | 4 | 8 | 1 | 4.3 | 10 | -5 | 0 | 16
33) CCN(CC)c1ccc(S(=O)(=O)N2CCOCC2)cc1NC(=O)CSC(=S)N1CCCC1
  9 | 30 | 19 | -1 | -1.0 | 23 | -11 | -3 | 4
34) O=C(Nc1ccccc1N1CCOCC1)c1ccc(Cl)nc1
  36 | 1 | -8 | -1 | -1.3 | 4 | -3 | -5 | 5
35) O=C(CSc1nnc(C2CCCCC2)o1)Nc1ccccc1Cl
  32 | 10 | -13 | 1 | 3.3 | 13 | -3 | -3 | -79
36) CC(=O)c1c(C)[nH]c(C(=O)OCC(=O)Nc2ccc(C)cc2[N+](=O)[O-])c1C
  12 | 7 | 13 | 0 | 3.4 | 21 | 4 | -4 | 51*
37) O=C(N/C(=C/C=C/c1ccccc1)C(=O)N1CCCCC1)c1ccc([N+](=O)[O-])cc1
  22 | 16 | 16 | -2 | -0.9 | 17 | 2 | -3 | -1
38) CC(=O)Nc1ccc(-n2c(C)nc(=O)c(-c3ccccc3)c2C)cc1
  10 | 7 | 19 | 0 | -0.3 | -1 | 0 | -1 | -5
39) Cc1ccn2c(C(=O)CSc3ccccc3Cl)c(C)nc2c1
  18 | 22 | 8 | 14* | 4.0 | -10 | -2 | 4 | 23
40) Cc1nn(-c2ccc(F)cc2)c(C)c1/C=C/C(=O)N1CCNC(=O)C1
  13 | 12 | -3 | -4 | 0.8 | 4 | -2 | -3 | 21
41) CC1(C)CCC[C@]2(C)[C@H]3Cc4cc(O)ccc4O[C@]3(C)CC[C@@H]12
  43 | 48 | 3 | -10 | 1.0 | 0 | 1 | 6 | 23
42) S=C(NCc1ccccn1)Nc1cccc(Cl)c1
  1 | -12 | 19 | 5 | 2.5 | 11 | 0 | -1 | -36
43) COc1ccc(OC)c(NC(=O)CCNS(=O)(=O)c2cccs2)c1
  31 | 0 | 1 | -1 | 0.3 | 9 | 3 | 0 | 26
44) O=C(NC(=S)Nc1ccc(N2CCOCC2)cc1)c1ccco1
  21 | 14 | 9 | -1 | 3.0 | 0 | -10 | 0 | -29
45) O=C(Nc1cc(Cl)ccc1Cl)c1cc(-c2ccco2)on1
  0 | -23 | -19 | -3 | 4.4 | -17 | 2 | 3 | 62*
46) COc1ccc(C2CC(c3ccccc3)=NN2C(=O)COC(=O)/C=C/c2ccc(O)c(OC)c2)cc1 (stereo not given)
  18 | 24 | 12 | -1 | 5.4 | 8 | -2 | 0 | 26
47) CCN1CCCC1CNC(=O)Cn1cnc2ccc(S(=O)(=O)N3CCC(C)CC3)cc2c1=O (stereo not given)
  15 | 3 | 13 | 2 | 0.2 | -10 | 0 | -1 | 6
48) O=C(NNS(=O)(=O)c1ccccc1)c1cccc([N+](=O)[O-])c1
  12 | 4 | 6 | 0 | 3.2 | -7 | 0 | -3 | 0
49) COc1ccc(/C=C(/NC(=O)c2ccco2)C(=O)N2CCc3ccccc32)cc1OC
  17 | 21 | 9 | -1 | -0.8 | 28 | -2 | -4 | 29
50) N#C/C(=C\c1ccc(F)c(Br)c1)C(=O)NC1CC1
  12 | 84* | 48* | -1 | 2.0 | 44* | 8 | -4 | 19
51) O=[n+]1c2c(n([O-])c3cc(F)c(N4CCCC4)cc31)CCC2
  11 | 15 | 21 | 2 | 41* | 11 | 0 | 24 | -6
52) O=C(/C=C/c1ccc(O)cc1)c1c(O)cc(O)cc1O
  -3 | 13 | 7 | -4 | 0.3 | 7 | -6 | 4 | 21
53) Cc1ccc(C)c(S(=O)(=O)N2CCCOC2CNC(=O)C(=O)NCc2ccccc2)c1 (stereo not given)
  23 | 18 | 10 | 0 | -1.9 | 6 | -2 | -5 | 17
54) N#CCCN(C(=O)CN1c2cccc3cccc(c23)S1(=O)=O)c1ccccc1
  -7 | 9 | 8 | 0 | 0.0 | -12 | 2 | -3 | 10
55) COc1cc(NS(=O)(=O)c2c(C)oc3c(F)c(F)c(F)c(F)c23)cc(OC)c1OC
  2 | 11 | 25 | -5 | -1.1 | 6 | -3 | -6 | 23
56) CCOC(=O)C(C)Sc1nc(N2CCOCC2)c2c(c1C#N)CC(C)(C)OC2 (stereo not given)
  12 | 22 | 11 | 1 | -1.2 | 7 | 3 | -3 | 12
57) O=S1(=O)c2ccc(Br)cc2N2CCC[C@H]2CN1Cc1ccccc1
  / | 44 | 24 | 3 | 3.9 | 0 | / | 2 | 52*
58) C=CCSc1nnc2c(n1)OC=Nc1ccccc1-2
  2 | -7 | -15 | 0 | 0.0 | 5 | 1 | -5 | 11
59) COc1ccccc1CN1CN(S(=O)(=O)c2ccccc2)c2nc3ccccc3nc21
  8 | 33 | 6 | -1 | -0.8 | 1 | -1 | 0 | 9
60) COc1ccc(/C=N/NC(=O)CNC(=O)c2ccncc2)cc1OC
  6 | 7 | 12 | -3 | 0.3 | -3 | 0 | 3 | -18

Ordered by molar mass (highest first): some entries from above
Fields: NALP3 yeast inh | tim23-1 inh | tim10-1 inh | GRIN3A LBD mod | CHOP UPR activ | TIM10 inh | APJ agonist | XBP1 UPR activ | Mdm2-MdmX inh
33) CCN(CC)c1ccc(S(=O)(=O)N2CCOCC2)cc1NC(=O)CSC(=S)N1CCCC1
  9 | 30 | 19 | -1 | -1.0 | 23 | -11 | -3 | 4
56) CCOC(=O)C(C)Sc1nc(N2CCOCC2)c2c(c1C#N)CC(C)(C)OC2 (stereo not given)
  12 | 22 | 11 | 1 | -1.2 | 7 | 3 | -3 | 12
41) CC1(C)CCC[C@]2(C)[C@H]3Cc4cc(O)ccc4O[C@]3(C)CC[C@@H]12
  43 | 48 | 3 | -10 | 1.0 | 0 | 1 | 6 | 23
